# AMA1-RON2 inh: AMA1-RON2 (P. falciparum) interaction inhibition; AlphaScreen AMA1-biotinylated RON2 peptide binding; Potency, µM (top dose mostly 58.2 µM), inactives show at the highest dose activity change, negative = inhibition, most hits filed as inhibitors; hit rate 0.2% among 360,000;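 also: potency is read from the fitted curve at half-maximal effect; 0% = vehicle wells and -100% = peptide control; nearly all actives have a fitted effect of over 45% in size; some results filed as inactive show a strong effect at the top dose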
#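 AMA1 (3D7) with his tag at 25 nM final met compounds first, then biotinylated RON2 peptide at 25 nM; detection used donor plus acceptor beads, 10 µg/mL apiece, read by AlphaScreen after 30 min at room temperature.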
# TbPYK inhibitor: T. brucei pyruvate kinase inhibition | Q57TT1 | TbPYK enzyme, Kinase-Glo Plus ATP luminescence, 45 min | Potency, µM (highest dose often 76.8 µM), for the others: top-dose activity, negative = inhibition, actives largely listed as inhibitors | hit rate 0.12% among 410,000; also: potency is read from the fitted curve at half-maximal effect; % is scaled to controls: 0 for no effect and ±100 for the full control effect; nearly all actives have a fitted effect of over 50% in size
#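 Luminescent Kinase-Glo Plus end-point after 45 min room-temperature reaction of T. brucei pyruvate kinase started with 130 uM ADP (final). Buffer TEA 50 mM pH 7.2 with KCl, MgCl2, BSA, Tween-20; titration-based qHTS with fitted concentration-effect curves.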
# CHX counter: counter-screen for Shiga toxin inhibitors: cycloheximide protein synthesis inhibition. cell reporter, cycloheximide protein synthesis inhibition counterscreen. max response, %. hit rate 12% among 300,000. AID 2314; in the data active = max response mostly above about 13%, no sharp cut-off; inactive = mostly below about 14%; also: read at 38.3 µM for the half of the compounds with a filed dose; 0% is about no effect
# LmPK inhibitor: LmPK (Leishmania mexicana) enzyme inhibition; Potency, µM (titrated, usually from 57.5 µM), inactives show at the top dose activity change, negative = inhibition, usual class: inhibitors; hit rate 0.37% among 290,000; purified LmPK, Kinase-Glo ATP luminescence, 1 h; AID 1721; Q27686; also: potency is read from the fitted curve at half-maximal effect; % is scaled to controls: 0 for no effect and ±100 for the full control effect
# Target sequence (Q27686 whole entry, looked up): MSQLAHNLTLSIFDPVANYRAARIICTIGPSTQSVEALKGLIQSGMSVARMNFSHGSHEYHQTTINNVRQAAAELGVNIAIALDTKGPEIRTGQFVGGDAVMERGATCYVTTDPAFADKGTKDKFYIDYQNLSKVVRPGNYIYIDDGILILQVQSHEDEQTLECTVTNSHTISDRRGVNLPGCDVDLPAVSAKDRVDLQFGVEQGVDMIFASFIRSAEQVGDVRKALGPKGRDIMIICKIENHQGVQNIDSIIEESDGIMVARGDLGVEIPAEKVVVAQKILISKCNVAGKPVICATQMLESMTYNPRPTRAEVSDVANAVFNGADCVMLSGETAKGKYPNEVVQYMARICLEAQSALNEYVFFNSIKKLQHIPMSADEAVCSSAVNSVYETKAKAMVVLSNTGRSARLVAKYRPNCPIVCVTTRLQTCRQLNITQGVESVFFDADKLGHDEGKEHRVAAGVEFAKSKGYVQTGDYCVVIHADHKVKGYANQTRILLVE
#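 In 50 mM imidazole pH 7.2 with 7 mM MgCl2, LmPK (0.1 nM) turned over PEP (0.5 mM) and ADP (0.1 mM) for 1 h at room temperature. Luciferase read-out of ATP.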
# Pf growth 96h: P. falciparum growth inhibition at 96 hour, primary screen for plastid delayed-death inhibitors; P. falciparum luciferase reporter growth, 96 h; Potency, µM (series often up to 28.7 µM), for the others: top-dose activity change, negative = inhibition, most hits filed as inhibitors; hit rate 6.9% among 320,000; also: potency is read from the fitted curve at half-maximal effect; % is scaled to controls: 0 for no effect and ±100 for the full control effect
#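 96 h incubation, 37 C, 5% CO2, of luciferase-reporter P. falciparum-infected RBCs (2% hematocrit, 0.05% parasitemia final) with test compounds; endpoint luminescence.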
# Pf growth 48h: inhibits P. falciparum growth in the first generation, 48 h. P. falciparum luciferase growth in erythrocytes, 48 h. Potency, µM (doses to about 28.7 µM), inactives show at the highest dose activity change, negative = inhibition, actives largely listed as inhibitors. hit rate 5.9% among 310,000. AID 504832; also: potency is read from the fitted curve at half-maximal effect; % is scaled to controls: 0 for no effect and ±100 for the full control effect
#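 First compound was added to culture medium, then infected red cells at 0.1% parasitemia and 2% hematocrit (final). After incubation at 37 C under 5% CO2, luciferase detection reagent was dispensed and light output recorded.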
# Shiga toxin inh: Shiga toxin inhibition; Vero cells, Shiga toxin protein synthesis inhibition reporter; inhibition, % at 38.7 µM; hit rate 9.2% among 290,000; in the data active = inhibition mostly above about 28%, no sharp cut-off; inactive = mostly below about 43%; also: 0% is about no effect
# An asterisk follows results filed as active; u = inconclusive; x = not tested or not shown; & = joins results of further samples; [ ] = dose if it differs, or a comment. Unless noted, calls follow the shape of the dose curve; as a rule, active = well fitted curve in the direction sought with a large enough effect; inconclusive = small, poorly fitted or top-dose-only effect, or another doubt; inactive = no such curve, though single readings can be large; an effect the other way counts as inactive or inconclusive.
molecule	AMA1-RON2 inh	TbPYK inhibitor	CHX counter	LmPK inhibitor	Pf growth 96h	Pf growth 48h	Shiga toxin inh
O=C1C2C3C=CC(CC3)C2C(=O)N1c1ccccc1[N+](=O)[O-] (configuration not stated)	-16%	-15%	-7	-1%	-24%	20%	-2
CC(=C/c1ccccc1)/C=N/NC(=O)c1ccc2nc[nH]c2c1	2%[2.32 µM]	-13%	17*	-3%	u	38%[activator]	51*
CCC(=O)Nc1ccc(C(=O)OCC(=O)c2cccs2)cc1	19%	-2%	31*	-5%	38%[activator]	64%[activator]	55*
CC(OC(=O)CCC1CCCC1)C(=O)Nc1ccccc1[N+](=O)[O-] (configuration not stated)	-27%	-13%	x	x	-6%	9%	x
O=C(CN1CCOCC1)Nc1ccc(Cl)cn1	3%	-2%	6	-1%	-8%	u	7
CCOP(=S)(OCC)N1CCOCCOCCN(P(=S)(OCC)OCC)CCOCCOCC1	-8%	-12%	-1	1%	u	6.6µM*	-17
O=c1[nH]c(O)c(N=Nc2ccc(S(=O)(=O)N3CCOCC3)cc2)c(=O)[nH]1	13%	-4%	7	-1%	u	-27%	-5
CCOC(=O)c1cc(C#N)c(SC(C)C(=O)NC2CCCCC2)nc1C (configuration not stated)	-5%	0%	x	x	41%[activator]	2%	x
CC1CC(C)CN(C(=O)CSc2nnc(-c3ccc(F)cc3)o2)C1 (configuration not stated)	0%	-16%	-8	5%	-3%	x	-5
O=C(CNS(=O)(=O)c1c(Cl)cccc1Cl)OCC(=O)c1ccc[nH]1	-1%	0%	2	3%	53%[activator]	42%[activator]	-4
CCOC(=O)c1oc2ccc(S(=O)(=O)N3CCOCC3)cc2c1C	7%	-7%	8	2%	1.9µM*	-3%	-25
Cc1cccc(NC(=O)c2cc(=O)[nH]c3ccccc23)c1	-1%	0%	1	-10%	u	-8%	-5
O=C(NCc1ccc2c(c1)OCO2)C1CC(=O)N(C2CCCCCC2)C1 (configuration not stated)	-4%	2%	-1	-6%	u	6%	-3
Cc1noc(C)c1COc1ccccc1C(=O)N(C)CC(=O)Nc1ccc(F)cc1	-8%	-2%	x	x	2%	-3%	x
CCCC(=O)Nc1sc(C)c(C)c1C#N	-8%	8%	-5	-1%	24%	19%	25

# Next section; it opens with the 2 that closed the last part.
molecule	AMA1-RON2 inh	TbPYK inhibitor	CHX counter	LmPK inhibitor	Pf growth 96h	Pf growth 48h	Shiga toxin inh
Cc1noc(C)c1COc1ccccc1C(=O)N(C)CC(=O)Nc1ccc(F)cc1	-8%	-2%	x	x	2%	-3%	x
CCCC(=O)Nc1sc(C)c(C)c1C#N	-8%	8%	-5	-1%	24%	19%	25
CCOC(=O)N1CCC(N2CCCC(CO)(Cc3cccc(Cl)c3)C2)CC1 (configuration not stated)	-12%	-3%	-2	-1%	u	u	4
O=C1C(=Cc2cccn2-c2ccccc2)C(=O)c2ccccc21	-11%	0%	7	3%	-24%	4%	29
Cc1ccc(S(=O)(=O)N2CCOCC2)cc1NC(=O)COc1ncnc2ccccc12	-5%	-10%	7	-3%	0%	u	-5
Cc1ccc(S(=O)(=O)n2nc(C)c(S(=O)(=O)N3CCCCC3)c2C)cc1	-6%	-8%&1%	-2	0%	-5%	8%	-6
CCCCc1c(C)nc2ccc(C(=O)OCC)cc2c1Cl	1%[11.6 µM]	4%	6	-12%	49%[activator]	36%[activator]	-7
O=[N+]([O-])c1cc(S(=O)(=O)N2CCCC2)ccc1O	14%[2.32 µM]	0%	-4	2%	10%	u	-6
COc1ccc2c(Cl)c(-c3nnc4n3CCCCC4)sc2c1	-3%	-6%	25*	10%	-22%	x	34
C=CCOc1ccc(/C=N/NC(=O)c2cc3c(OC)cc(OC)cc3[nH]2)cc1	-10%	9%	3	0%	2.3µM*	3.3µM*	5
Cc1cc(C(=O)OCC(=O)Nc2cc(C)on2)c2ccccc2n1	-9%	4%	1	0%	u	8%	-11
OCCCNc1c2c(nc3cc(-c4ccc(Cl)cc4)nn13)CCC2	-10%	0%	5.9*	4%	u	u	40*
CC1CC(C)CN(c2ncnc3c2cnn3Cc2ccc(Cl)cc2)C1 (configuration not stated)	9%	-2%	-2	7%	x	u	-10
Cc1cccc(NS(=O)(=O)c2ccc(C)c(C(=O)N(C)C)c2)c1	-6%	0%	x	x	0%	-6%	x
Cc1noc(NS(=O)(=O)c2ccc(NC(=O)CSc3ncccn3)cc2)c1C	-5%	-7%	-2	-7%	u	17%	-5
O=C(NCCN1CCN(C(=O)c2cc3ccccc3oc2=O)CC1)c1cc2ccccc2oc1=O	43%[activator]	-4%	-3	0%	-1%	57%[activator]	-15
CCCCc1ccc(NC(=S)NN2CCOCC2)cc1	60%[activator]	-2%	67*	3%	28%	24%	111*
O=C(/C=C/c1ccco1)NCc1ccc(F)cc1	-5%	u	19*	10%	u	55%[activator]	20
O=C(O)C1Cc2[nH]cnc2C(c2ccc(F)cc2)N1 (configuration not stated)	-13%	1%	0	-2%	-7%	u	-6
CCC1CCCCN1CCCNC(=O)c1cn(CC)c2ccc(S(=O)(=O)N(C)C3CCCCC3)cc2c1=O (configuration not stated)	-4%	8%&1%	9	2%	u	u	-7
CCOC(=O)N1CCc2c(sc3c2c(=O)n(Cc2ccccc2)c(=O)n3CC(=O)NCC2CCCO2)C1 (configuration not stated)	-7%	2%	-3	4%	u	5.9µM*	3
CC(=O)NNc1nc2ccccc2s1	64%[activator]	5%	1	-6%	u	31%[activator]	10
COc1ccc2[nH]c(CN3CCC(CO)(CCOc4ccccc4)CC3)c(C)c2c1	-19%	-2%	-6	7%	u	u	-10
CCc1cc(C)cc(OCCNC(=O)c2cncc(Br)c2)c1	-2%	0%	2	-2%	u	x	-7
Cc1ccc(N2C(=O)NC(=O)/C(=C/c3ccc(-c4ccc(C(=O)O)c(Cl)c4)o3)C2=O)cc1	-11%	u	-9	27%	u	15%	16
NS(=O)(=O)c1cccc(NC(=O)c2cc(=O)c3ccccc3o2)c1	-4%	-8%	-1	3%	-2%	17%	10
Cc1csc(NC(=O)CCC(=O)c2cccs2)n1	-10%	-4%	19*	0%	u	u	141
CCCCc1c(O)nc(SCC(=O)Nc2cccc3ccccc23)n(-c2ccccc2OC)c1=O	-3%	1%	14	8%	-9%	5%	-4
COc1ccc(C2(CNS(=O)(=O)c3ccccc3)CCOCC2)cc1	-1%	2%	-1	1%	-40%[5.75 µM]	7%	-20
CCOc1ccc(C(=O)Cc2ccc3oc(C(=O)O)cc3c2)c(O)c1	-8%	3%	1	7%	63%[activator]	10%	1
CN1CCN(C(=O)c2sc(=S)n(-c3ccccc3)c2N)CC1	-2%	u	-2	-4%	u	4%	0
O=C(/C=C/c1ccc(Br)cc1)NCc1cccs1	8%	3%	50*	2%	-3%	75%[activator]	112*
CCOC(=O)C1CCN(C(=S)Nc2ccccc2)CC1	0%	1%	0	1%	27%	-18%	-3
Cc1cc(O)ccc1NS(=O)(=O)c1ccc2c3c(cccc13)C(=O)N2	0%	2%	-12	-15%	-20%	u	6
COc1ccc(-n2cc(CNCCCn3ccnc3)c(-c3ccccc3Cl)n2)cc1	-8%	4%	1	1%	20%	1.5µM*	-6
C=CCNC(=O)CN1CCC(NC(=O)c2ccco2)CC1	2%	-3%	-6	1%	u	29%	-11
COc1ccc(CS(=O)/C(Cl)=C(/Cl)C(=O)Nc2ccc(OC)nc2)cc1 (configuration not stated)	-13%	3%	-17	4%	2.9µM*	9.3µM*	-51
CSc1nc2ccc(NC(=O)c3ccc(=O)n(C)n3)cc2s1	10%	-1%	19*	u	32%[activator]	42%[activator]	42*
Cc1oc(C(C)(C)C)cc1C(N)=O	1%	5%	-2	1%	-8%	u	-11
CC1(c2ccc(Cl)cc2)NC(=O)N(CC(=O)Nc2cccnc2Cl)C1=O (configuration not stated)	11%	-4%	x	x	-15%	11%	x
CCc1nnc(NC(=O)c2ccc(OCc3c(C)noc3C)c(OC)c2)s1	-5%	1%	-10	-3%	u	201%	-4
O=C1c2ccccc2C(=O)N1CCc1nc(-c2cccnc2)no1	-6%	0%	-3	-14%	x	15%	-11
Cc1cc(Br)ccc1OCCNCc1ccccc1	-10%	13%	12	-1%	58%[activator]	-16%	19
Nc1ccc(Oc2c(Cl)cccc2Cl)nc1	-2%	0%	-1	1%	10%	35%[activator]	-5
C[C@@H](NC(=O)Cn1ccc(NC(=O)OCc2ccccc2)nc1=O)c1cccc2ccccc12	-12%	2%	x	x	-6%	-22%	x
S=C(Nc1ccccc1)N1CCc2ccccc21	-11%	-9%	14*	11%	u	29%	x
COc1ccc2[nH]c(=O)c(C(=O)O)cc2c1	25%	2%	-9	0%	0%	-7%	-6
CCOc1cc(S(=O)(=O)n2ccnc2)ccc1Cl	-4%	-5%	0	2%	3%	20%	4
Cc1c(C(=O)Cc2ccccc2)n(C)c2ccccc12	11%	-4%	25*	-2%	2%	-13%	27
CC(=O)c1ccc(N(C)C)cc1	-1%	-5%	0	-2%	-18%	x	-13
COc1ccc(-n2ccnc(SCC(=O)NCc3ccccc3Cl)c2=O)cc1	17%	5%	7	0%	20%	-7%	1
COc1c(Cl)cc(Br)c(OC)c1C(=O)NC(=O)Nc1nc(C)cc(C)n1	-15%	-8%	-2	4%	2%	50%[activator]	-3
O=C(COC(=O)c1ccc2ncsc2c1)Nc1ccc(Cl)cc1	-3%	-10%	x	x	48%[activator]	47%[activator]	x
COCCCn1c(=O)c2sccc2n2c(CCCC(=O)NCc3ccc(F)cc3)nnc12	-9%	2%&-9%	1	-2%	-10%	u	12
CCOc1ccc(CCNC(=O)C2CCN(C(=O)N(C)C)CC2)cc1OCC	-5%	3%	6	-1%	u	-9%	-2
NC(=O)c1ccc(NC(=O)CSc2nnc(-c3cccnc3)n2Cc2ccco2)cc1	-12%	u	-6	5%	17%	2%	-2
COc1ccc(Cl)cc1NC(=O)C(=O)NC1CCCCCC1	-6%	4%	-2	0%	-20%	x	-5
Cc1ccc(/C=N/NC(=O)c2ccc3nc[nH]c3c2)o1	7%	4%	-1	-1%	-7%	u	9
Cc1ccc2c(c1)C(c1ccccc1)N(C(=O)c1ccc(Br)o1)CC(=O)N2 (configuration not stated)	-20%	-4%	5	0%	8%	x	13
Cc1ccc(C2(C)NC(=O)N(CC(=O)Nc3ccccc3C(=O)N3CCCCC3)C2=O)cc1 (configuration not stated)	-4%	6%	x	x	30%[activator]	u	x
CCC(C)N1CCNCC1 (configuration not stated)	3%	2%	-8	1%	0%	13%	29
COc1cc(NC(=O)C/C(C)=N/NC(=O)C2CCCCC2)c(OC)cc1Cl	16%	-2%	-1	2%	u	-1%	7
Cc1ccc(S(=O)(=O)NCC(c2ccc3c(c2)OCO3)N2CCN(c3ccccc3)CC2)cc1 (configuration not stated)	-2%	-5%	x	x	u	u	x
